Source: PubChem BioAssay
GAA inh – alpha-glucosidase (human) inhibition | P10253 | purified human GAA, 4-MU-alpha-glucoside fluorescence | Potency, µM (highest dose often 76.9 µM), for the others: top-dose activity change, negative = inhibition, actives largely listed as inhibitors | actives 0.005% (n = 200,000);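 note: plate controls were uninhibited enzyme wells for no effect and no-enzyme background for full effect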
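Activity normalized between no-enzyme (basal) and enzyme-only wells. Conditions: 4 nM human enzyme, 400 uM fluorogenic substrate, citrate/phosphate pH 5.0 with Tween-20, 20 min room temperature, compounds up to 77 uM.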
GAA glycogen – inhibitors or activators of human alpha-glucosidase glycogen cleavage; P10253; recombinant GAA, glycogen substrate, Amplex Red glucose oxidase fluorescence; Potency, µM (series often up to 76.4 µM), without a hit: at the highest dose activity change, negative = inhibition, usual class: inhibitors; actives 0.38% (n = 300,000); AID 2100;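 note: 0% = full enzyme reaction and -100% = no-enzyme basal signal; the screen sought inhibitors and activators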
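Recombinant human enzyme (4 nM); glycogen substrate; 37 C, 40 min, pH 5.0. Readout: coupled glucose oxidase/Amplex Red fluorescence.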
ALDH1A1 inh – blocks purified human ALDH1A1 activity; Purified ALDH1A1, NADH fluorescence, propionaldehyde substrate; P00352; actives 7.3% (n = 220,000); Potency, µM (top dose mostly 75.3 µM), without a hit: at the top dose activity, negative = inhibition, usual class: inhibitors; active = well fitted inhibition curve with a large enough effect, not every such curve was filed as active; inconclusive = small, poorly fitted or top-dose-only effect, or another doubt; inactive = no such curve, though single readings can be large or run the other way;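 note: plate controls were no enzyme wells and a reference inhibitor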
RGS12 GoLoco inh – inhibitors of human Gai1-RGS12 GoLoco interaction (red fluorophore) | P63096 | Gai1:RGS12 GoLoco peptide FP, rhodamine, 10 min | Potency, µM (series often up to 61.6 µM), for inactives: top-dose activity, negative = inhibition, usual class: inhibitors | actives 0.44% (n = 230,000); active = well fitted inhibition curve with a large enough effect, not every such curve was filed as active; inactive = no such curve, though single readings can be large or run the other way; note: % is set by controls: 0 for no effect and ±100 for the full control effect; nearly all actives have a fitted effect of over 30% in size; many of its hits are not listed in these tables
Target sequence (P63096 whole entry, looked up): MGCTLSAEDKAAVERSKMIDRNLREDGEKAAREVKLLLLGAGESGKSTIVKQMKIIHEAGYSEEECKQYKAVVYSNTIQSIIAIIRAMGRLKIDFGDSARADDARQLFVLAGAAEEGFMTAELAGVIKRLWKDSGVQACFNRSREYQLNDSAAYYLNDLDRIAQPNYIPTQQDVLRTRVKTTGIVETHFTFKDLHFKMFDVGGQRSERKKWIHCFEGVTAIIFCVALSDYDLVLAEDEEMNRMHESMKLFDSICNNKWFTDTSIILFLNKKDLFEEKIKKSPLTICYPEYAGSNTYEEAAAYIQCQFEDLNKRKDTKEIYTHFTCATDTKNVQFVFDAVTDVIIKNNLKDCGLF
SMN2 splice enh – increases expression of the SMN2 splice variant | Potency, µM (highest dose often 46.1 µM), without a hit: at the highest dose activity change, positive = activation, actives largely listed as activators | HEK293 SMN2-luciferase splicing reporter, luminescence, 30-36 h | actives 2.8% (n = 210,000) | AID 1458; note: % of control where 0% means no effect; nearly all actives have a fitted effect of over 55% in size
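HEK293 cells carry an SMN2 minigene-luciferase reporter in which exon 7 inclusion puts luciferase in frame. Cells were seeded at 2000 cells/well, attached for 10-12 hours, then exposed to compounds for 30-36 hours at 37C before ONE-Glo luminescence.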
GLA spleen mod – inhibitors or activators of human alpha-galactosidase in spleen homogenate. human spleen homogenate, 4MU-alpha-Gal fluorescence, 40 min. Potency, µM (titrated, usually from 80 µM), inactives show top-dose activity change, negative = inhibition, usual class: inhibitors. actives 0.008% (n = 240,000);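 note: 0% = enzyme with vehicle and -100% = no enzyme basal signal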
Target sequence (P06280 32-429 limits assumed): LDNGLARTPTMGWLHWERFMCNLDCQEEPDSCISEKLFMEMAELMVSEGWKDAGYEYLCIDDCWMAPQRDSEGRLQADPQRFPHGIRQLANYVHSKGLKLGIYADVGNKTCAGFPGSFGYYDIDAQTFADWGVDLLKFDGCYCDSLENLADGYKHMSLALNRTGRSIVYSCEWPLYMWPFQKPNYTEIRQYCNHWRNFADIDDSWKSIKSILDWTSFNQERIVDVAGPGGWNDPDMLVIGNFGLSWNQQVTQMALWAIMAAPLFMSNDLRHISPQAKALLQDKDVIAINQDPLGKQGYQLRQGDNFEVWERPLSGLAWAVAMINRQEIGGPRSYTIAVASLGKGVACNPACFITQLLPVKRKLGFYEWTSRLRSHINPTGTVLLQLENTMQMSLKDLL
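Human spleen homogenate (1 ug) was the enzyme source, with 4-methylumbelliferyl-alpha-D-galactopyranoside (1 mM final) in pH 5.0 citrate buffer with 0.01% Tween-20. Compounds were titrated; after 40 min at 37C, NaOH/glycine stop, 4-MU fluorescence read; AC50 from Hill fits.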
KDM4E inh – JMJD2E (human) inhibition; B2RXH2; actives 1.6% (n = 230,000); JMJD2E catalytic domain, FDH-coupled NADH fluorescence (FDH is formaldehyde dehydrogenase); Potency, µM (series often up to 57.1 µM), without a hit: at the top dose activity change, negative = inhibition, actives largely listed as inhibitors; active = well fitted inhibition curve with a large enough effect, not every such curve was filed as active; inconclusive = small, poorly fitted or top-dose-only effect, or another doubt; inactive = no such curve, though single readings can be large or run the other way;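 note: 0% = wells with enzyme and -100% = buffer wells without enzyme; nearly all actives have a fitted effect of over 50% in size; many of its hits are not listed in these tables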
Target sequence (B2RXH2 1-337 limits assumed): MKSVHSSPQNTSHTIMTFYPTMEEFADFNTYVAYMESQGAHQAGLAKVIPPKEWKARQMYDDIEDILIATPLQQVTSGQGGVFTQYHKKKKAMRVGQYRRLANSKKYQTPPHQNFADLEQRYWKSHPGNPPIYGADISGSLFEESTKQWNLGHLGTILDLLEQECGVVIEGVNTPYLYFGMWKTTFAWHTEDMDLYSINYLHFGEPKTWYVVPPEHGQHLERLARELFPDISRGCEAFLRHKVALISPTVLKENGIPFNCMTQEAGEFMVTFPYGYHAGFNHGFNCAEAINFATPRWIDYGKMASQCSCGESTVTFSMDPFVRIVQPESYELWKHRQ
aGlu spleen mod – inhibitors or activators of human alpha-glucosidase in spleen homogenate. actives 0.006% (n = 240,000). P10253. Potency, µM (top dose mostly 79.9 µM), without a hit: at the top dose activity change, negative = inhibition, most hits filed as inhibitors. AID 2112. human spleen homogenate, 4-MU-alpha-glucoside fluorescence;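 note: 0% = enzyme with vehicle and -100% = no enzyme basal signal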
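Enzyme source: human spleen homogenate, 1 ug/well. Buffer 50 mM citric acid/K phosphate pH 5.0, 0.01% Tween-20. 4-MU-alpha-glucoside 1 mM; 37 C x 40 min; NaOH/glycine stop; fluorescence.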
* marks the source's active call; other numbers are inactive results; ? = inconclusive; · = not tested or not shown; & = joins results of further samples; [ ] = dose if it differs, or a comment. Unless noted, calls come from the whole dose curve; as a rule, active = well fitted curve in the direction sought with a large enough effect; inconclusive = small, poorly fitted or top-dose-only effect, or another doubt; inactive = no such curve, though single readings can be large; an effect the other way counts as inactive or inconclusive. Potency is the fitted concentration of half-maximal effect.

| Structure | GAA inh | GAA glycogen | ALDH1A1 inh | RGS12 GoLoco inh | SMN2 splice enh | GLA spleen mod | KDM4E inh | aGlu spleen mod |
| --- | --- | --- | --- | --- | --- | --- | --- | --- |
| CN(C)CCCNC(=O)/C=C/c1ccc2c(c1)OCO2 | 0% | 4% | ? | 9% | 3% | -2% | ? | -1% |
| Cn1c(=O)c2c(nc(N3CCN(C(=O)c4ccco4)CC3)n2CCSc2ncccn2)n(C)c1=O | -5% | 2% | -7% | 3% | 19% | 1% | -3% | 2% |
| CSc1n[nH]c(-c2sccc2OCc2ccc(C)cc2)n1 | -4% | 2% | 0% | 3% | -23% | 3% | -3% | -2% |
| O=C(C[n+]1cc(-c2ccc(Cl)cc2)n2c1CCC2)Nc1nc(-c2ccccc2)cs1 | · | 0% | · | 32%[activator] | · | 3% | -6% | -3% |
| O=C(/C=C/c1ccccc1)Nc1ccc(N2CCCCC2)cc1 | -11% | -5% | 6% | -38% | ? | -1% | 3% | -1% |
| Cc1ccc(N2CSC3=C(C#N)C(c4cccs4)CC(=O)N3C2)cc1 (stereo unspecified) | -2% | 2% | 8.9µM* | -14% | 9% | -1% | ? | 5% |
| CCc1ccc2[nH]c(=O)c(CN(CCO)C(=O)NCc3ccccc3)cc2c1 | -10% | -4% | ? | 6% | 17% | 1% | ? | -2% |
| COc1ccc(OC)c(S(=O)(=O)N2Cc3ccccc3CC2C(=O)Nc2nccs2)c1 (stereo unspecified) | -6% | 2% | -5% | 8% | 35µM* | 3% | -1% | -4% |
| Cc1occc1-c1nnc(SCC(=O)NC(C)(C)C)n1CC(C)C | ? | 4% | -2% | 11% | · | -7% | 6% | -5% |
| Cc1ccc2oc(C(Cl)(Cl)Cl)cc(=O)c2c1 | -14% | 8% | -4% | 1% | -20% | -6% | 1% | 1% |
| Cc1cc[n+](-c2[nH]c(=O)sc2/C=N/NC(=O)c2ccccc2[O-])cc1C | -9% | 5% | ? | · | · | -5% | ? | -10% |
| CCOc1ccc2[nH]cc(S(=O)(=O)c3ccc(C)cc3)c(=O)c2c1 | 5% | -1% | -5% | 2% | -13% | -6% | ? | 0% |
| COc1cccc(C(C#N)N2CCOCC2)c1 (stereo unspecified) | -7% | 3% | -8% | 6% | 1% | 0% | 9% | 0% |
| COc1ccc(Nc2nc(N)nc(CCl)n2)cc1 | 3% | 3% | ? | 9% | · | -5% | ? | 2% |
| O=C(COC(=O)CCNS(=O)(=O)c1ccc(Cl)cc1)NCc1ccco1 | 3% | 3% | ? | -1% | 10% | 9% | 7% | -2% |
| Cc1nc(NC(=O)CSc2nnc(-c3ccccc3)c(-c3ccccc3)n2)c(Cl)cc1Cl | -2% | 4% | ? | 89%[activator] | -16% | -5% | -6% | -15% |
| Cc1ccc(S(=O)(=O)NNC(=O)C(=O)NNS(=O)(=O)c2ccc(C)cc2)cc1 | 6% | 9% | -6% | 5% | 12% | 4% | 7% | 5% |
| CCN1CCCC1CNC(=O)CCc1nc(-c2ccc(C)cc2)no1 (stereo unspecified) | 6% | 5% | 7% | 4% | -15% | -2% | 1% | -5% |
| COC(=O)C(C)Oc1ccc2c(-c3cccc([N+](=O)[O-])c3)cc(=O)oc2c1 (stereo unspecified) | 0% | -3% | ? | 1% | -19% | 8% | -4% | 3% |
| Cc1ccc(S(=O)(=O)NCc2ccc(C(=O)N3CCCC3)cc2)cc1 | 0% | 7% | ? | -2% | -11% | -5% | -3% | -1% |
| COC(=O)N/N=C\c1cccc(OC(=O)c2cccs2)c1 | 1% | 5% | -8% | 0% | 6% | -12% | 6% | 1% |
| O=C1CCC(=O)N1CC(O)COc1ccccc1 (stereo unspecified) | · | -1% | · | 8% | · | 6% | 9% | 4% |
| CC(C)NCC(O)c1ccc(NS(C)(=O)=O)cc1 (stereo unspecified) | -9%[15.4 µM] | -4% | 2%&-2% | 7%&8%&-11% | -13%&-13% | ? | 13%&3% | 9%&7%&2%&-2% |
| COc1ccc(NC(=O)CSc2nc(O)cc(=O)n2-c2ccccc2OC)cc1 | -11% | -7% | 4% | 24% | -10% | 3% | -5% | -10% |
| O=C(COc1ccc2ccccc2c1)Nc1ccncc1 | ? | 11% | -13% | 9% | · | -1% | -9% | -4% |
| COc1ccc(Cl)cc1NC(=O)COC(=O)CCCN1C(=O)c2ccccc2C1=O | ? | -8% | ? | -13% | 1% | -7% | -4% | -1% |
| CN1CCN(c2ncc3nc(-c4cccs4)c(=O)n(-c4ccccc4)c3n2)CC1 | · | · | ? | 14% | · | 22% | · | -4% |
| N[C@H](Cc1cnc[nH]1)C(=O)O | · | · | 20%&-12% | 1%&-3% | -8% | -16%&4% | 1% | 1%&3% |
| Cc1ccc(-c2csc(NC(=O)C[n+]3cc(-c4ccccc4)n4c3CCC4)n2)cc1 | · | 0% | · | 15% | · | 11% | -2% | 2% |
| CCCCCCOc1ccc(OC(=O)c2cccnc2)cc1 | -6% | -1% | -2% | -1% | ? | -13% | 5% | -8% |
| O=C(CCc1ccccc1)Nc1ccc(NC(=O)c2ccco2)cc1 | -11% | 9% | 4% | 5% | 8% | -4% | -1% | -6% |
| O=C(O)COc1ccc(NC(=O)c2ccco2)cc1 | 0% | -12% | -10% | -13% | 5% | -6% | 12% | -3% |
| Nc1n[nH]c(C2CC2)c1N=Nc1ccc(Cl)cc1 | -2% | ? | 0% | 4% | · | -4% | -29% | -3% |
| N#CC(=C1CCCC1)c1nc(-c2cc3ccccc3oc2=O)cs1 | -2% | -3% | ? | 18% | ? | 9% | ? | 2% |
| COc1ccc(/C=C(/NC(=O)c2cccc([N+](=O)[O-])c2)C(=O)O)cc1OC | ? | 12% | -3% | 7% | -9% | 15% | -13% | 10% |
| CCCC(=O)Nc1ccc(C(=O)NNC(=O)c2ccccc2Br)cc1 | -2% | -2% | ? | -1% | -1% | -15% | 0% | -4% |
| COc1ccc(NC(=S)Nc2ccc(OCc3ccccc3)cc2)cc1OC | -6% | -21% | 18µM* | -14% | -23% | 26% | 5% | -2% |
| Cc1[nH]c2ccccc2c1C(=O)C(=O)NCCC1=CCCCC1 | -5% | 4% | ? | -9% | -5% | 1% | 7% | 2% |
| Cc1ccccc1N1C(=O)CC(N(O)c2ccccc2)C1=O (stereo unspecified) | 0% | 4µM* | ? | 0% | -1% | -7% | 5% | -2% |
| COc1ccc(-c2noc(CSc3ccc(C)cc3)n2)cc1 | -3% | -5% | ? | 5% | -14% | 1% | -4% | -1% |
| COc1ccc(-c2ccc(C#N)c(SCC(=O)NCc3ccco3)n2)cc1OC | · | 6% | · | 8% | · | 18% | ? | 5% |
| Cc1ccc(/C=C/C(=O)O)cc1S(=O)(=O)N1CCCc2ccccc21 | · | -5% | · | 10% | · | 3% | -8% | 3% |
| CCN(CC(=O)Nc1ccc([N+](=O)[O-])cc1OC)c1ccccc1 | 0% | -6% | ? | 15% | -28% | -3% | 4% | -10% |
| COc1cc(OC)cc(C(=O)N2CCN(C(=O)c3ccc(OC)c(OC)c3)CC2)c1 | 3% | 6% | 4% | 1% | -1% | 8% | 3% | 1% |
| O=C(CN1CCN(CCC(=O)Nc2ccccc2F)CC1)Nc1ccc(F)cc1 | -1% | 7% | 6% | 7% | 9% | -2% | 1% | -2% |
| O=C(c1nc2nc(-c3ccc(Cl)cc3)cc(C(F)(F)F)n2n1)N1CCOCC1 | -8% | 4% | ? | -5% | -7% | -11% | ? | 2% |
| CC(=O)Nc1nnc(CCS(=O)(=O)c2ccc(Cl)cc2)s1 | 0% | -6% | 0% | 6% | 8% | 0% | -1% | -1% |
| c1ccc(Nc2nc(-c3cccnc3)nc3ccccc23)cc1 | · | · | ? | 3% | · | -3% | · | -10% |
| CC(CN1CCOCC1)OC(=O)C1COc2ccccc2O1 (stereo unspecified) | 11% | -3% | -7% | -10% | · | -3% | 0% | -2% |
| COc1ccc(N/N=C(\C#N)C(=N)N2CCCCC2)cc1 | · | -8% | · | -11% | · | -1% | -3% | -7% |
| Cc1ccc(C(=O)OCC(=O)Nc2sccc2C(N)=O)cc1NC(=O)c1ccco1 | 2% | 4% | -8% | 9% | -11% | -13% | ? | -14% |
| CC(/C=N/NC(=O)c1cccnc1)=C\c1ccco1 | -3% | -2% | -10% | 9% | ? | 7% | -24% | 3% |
| C=C(C)c1cccc(C(C)(C)NC(=O)N2CCN(CC)CC2)c1 | -2% | 1% | 1% | -4% | -6% | -3% | -4% | -1% |
| CC[n+]1c(/C=C(\C)Nc2ccccc2)sc2ccccc21 | 2% | -3% | -7% | 43%[activator] | -19% | 0% | -9% | -2% |
| CCOc1ccc(C(=O)NC(=S)Nc2ccc(N3CCOCC3)c(Cl)c2)cc1[N+](=O)[O-] | -7% | -8% | 2.5µM* | 2% | -12% | 23% | 1% | -5% |
| COc1ccc(CN2C(=O)Cc3c2nc(N)c2c(N)nc(N4CCCCC4)c(C#N)c32)cc1 | 1% | ? | -20% | 92%[activator] | -8% | 8% | 14µM* | -23% |
| Cc1cccc(C(=O)NCC(=O)OCC(=O)N2CCc3ccccc32)c1 | -3% | 2% | 2% | -1% | -1% | -13% | 16% | -21% |
| CCOc1ccc(CN(C)CC(=O)NNC(=O)c2ccc(Cl)cc2)cc1OC | -8% | -3% | 22% | 5% | 2% | 6% | 4% | 2% |
| COc1ccc(NC(=O)CN2CCN(CC(=O)Nc3ccc(OC)c(OC)c3)CC2)cc1 | -5% | -3% | ? | 2% | -4% | -1% | 11% | -9% |
| COc1ccccc1C(=O)NCC(=O)N/N=C/c1cn[nH]c1-c1ccccc1 | 0% | -2% | -14% | -5% | 2% | 4% | 0% | 2% |
| CC(C1CC1)N(Cc1ccccc1)C(=S)Nc1ccccc1Cl (stereo unspecified) | -5% | -9% | ? | -5% | -38%[inhibitor] | -8% | -1% | · |
| O=C(c1cc(C2CC2)nc2ccccc12)N1N=C(C(F)F)CC1(O)C(F)F (stereo unspecified) | 4% | -7% | -9% | -6% | -11% | 2% | -4% | -4% |

An excerpt from above, reduced to RGS12 GoLoco inh and GLA spleen mod:
| structure | RGS12 GoLoco inh | GLA spleen mod |
| --- | --- | --- |
| O=C1CCC(=O)N1CC(O)COc1ccccc1 (stereo unspecified) | 8% | 6% |
| CC(C)NCC(O)c1ccc(NS(C)(=O)=O)cc1 (stereo unspecified) | 7%&8%&-11% | ? |
| COc1ccc(NC(=O)CSc2nc(O)cc(=O)n2-c2ccccc2OC)cc1 | 24% | 3% |

An excerpt; rates above refer to the full screens.
